Integrin act MD: qHTS for Activators of Integrin-Mediated Alleviation for Muscular Dystrophy; alpha7betagal myoblasts, beta-gal FDG fluorescence, 48 h; Potency, µM (highest dose often 38.3 µM), inactives show top-dose activation, actives largely listed as activators; hit rate 0.064% among 350,000; AID 624291, 2012;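 further: potency means the concentration at half of the fitted maximal effect; 100% = response of the positive control SU9516; nearly all actives have a fitted effect of over 60% in size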
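Alpha7betagal+/- myoblasts (passage 13) were plated 16-24 hr, then exposed to compounds (1:260 dilution of DMSO stock) for 48 hours at 37C. After MPER lysis, β-galactosidase reporter activity was read as FDG fluorescence (ex 480/em 540) after 30 minutes.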
B2AR arrestin: qHTS assay of beta-arrestin-biased ligands of beta2-adrenergic receptor | Beta-2 adrenergic receptor (Homo sapiens), P07550 | beta-arrestin recruitment to beta2AR, cell-based reporter | Potency, µM (doses to about 46.1 µM), for inactives: top-dose activation, actives largely listed as activators | hit rate 0.02% among 330,000 | AID 492947, 2010;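 further: potency means the concentration at half of the fitted maximal effect; 0% = DMSO controls and full agonism = EC100 isoproterenol or metaproterenol; nearly all actives have a fitted effect of over 65% in size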
MLL CXXC-DNA inh: qHTS Fluorescence Polarization Assay for Inhibitors of MLL CXXC domain - DNA interaction; Histone-lysine N-methyltransferase 2A (Homo sapiens), Q03164; MLL-CXXC / FITC-HOXA9 DNA fluorescence polarization; Potency, µM (titrated, usually from 115 µM), without a hit: at the top dose activity change, negative = inhibition, most hits filed as inhibitors; hit rate 0.037% among 290,000; active means well fitted inhibition curve with a large enough effect in the polarisation, with a control signal flat, not every such curve was filed as active; inconclusive means small, poorly fitted or top-dose-only effect, or effect the other way, or a change in a side signal; inactive means no such curve, though single readings can be large or run the other way; the % refers to the polarisation; further: potency means the concentration at half of the fitted maximal effect
Target sequence (Q03164 whole entry, looked up, the tested form may be a part): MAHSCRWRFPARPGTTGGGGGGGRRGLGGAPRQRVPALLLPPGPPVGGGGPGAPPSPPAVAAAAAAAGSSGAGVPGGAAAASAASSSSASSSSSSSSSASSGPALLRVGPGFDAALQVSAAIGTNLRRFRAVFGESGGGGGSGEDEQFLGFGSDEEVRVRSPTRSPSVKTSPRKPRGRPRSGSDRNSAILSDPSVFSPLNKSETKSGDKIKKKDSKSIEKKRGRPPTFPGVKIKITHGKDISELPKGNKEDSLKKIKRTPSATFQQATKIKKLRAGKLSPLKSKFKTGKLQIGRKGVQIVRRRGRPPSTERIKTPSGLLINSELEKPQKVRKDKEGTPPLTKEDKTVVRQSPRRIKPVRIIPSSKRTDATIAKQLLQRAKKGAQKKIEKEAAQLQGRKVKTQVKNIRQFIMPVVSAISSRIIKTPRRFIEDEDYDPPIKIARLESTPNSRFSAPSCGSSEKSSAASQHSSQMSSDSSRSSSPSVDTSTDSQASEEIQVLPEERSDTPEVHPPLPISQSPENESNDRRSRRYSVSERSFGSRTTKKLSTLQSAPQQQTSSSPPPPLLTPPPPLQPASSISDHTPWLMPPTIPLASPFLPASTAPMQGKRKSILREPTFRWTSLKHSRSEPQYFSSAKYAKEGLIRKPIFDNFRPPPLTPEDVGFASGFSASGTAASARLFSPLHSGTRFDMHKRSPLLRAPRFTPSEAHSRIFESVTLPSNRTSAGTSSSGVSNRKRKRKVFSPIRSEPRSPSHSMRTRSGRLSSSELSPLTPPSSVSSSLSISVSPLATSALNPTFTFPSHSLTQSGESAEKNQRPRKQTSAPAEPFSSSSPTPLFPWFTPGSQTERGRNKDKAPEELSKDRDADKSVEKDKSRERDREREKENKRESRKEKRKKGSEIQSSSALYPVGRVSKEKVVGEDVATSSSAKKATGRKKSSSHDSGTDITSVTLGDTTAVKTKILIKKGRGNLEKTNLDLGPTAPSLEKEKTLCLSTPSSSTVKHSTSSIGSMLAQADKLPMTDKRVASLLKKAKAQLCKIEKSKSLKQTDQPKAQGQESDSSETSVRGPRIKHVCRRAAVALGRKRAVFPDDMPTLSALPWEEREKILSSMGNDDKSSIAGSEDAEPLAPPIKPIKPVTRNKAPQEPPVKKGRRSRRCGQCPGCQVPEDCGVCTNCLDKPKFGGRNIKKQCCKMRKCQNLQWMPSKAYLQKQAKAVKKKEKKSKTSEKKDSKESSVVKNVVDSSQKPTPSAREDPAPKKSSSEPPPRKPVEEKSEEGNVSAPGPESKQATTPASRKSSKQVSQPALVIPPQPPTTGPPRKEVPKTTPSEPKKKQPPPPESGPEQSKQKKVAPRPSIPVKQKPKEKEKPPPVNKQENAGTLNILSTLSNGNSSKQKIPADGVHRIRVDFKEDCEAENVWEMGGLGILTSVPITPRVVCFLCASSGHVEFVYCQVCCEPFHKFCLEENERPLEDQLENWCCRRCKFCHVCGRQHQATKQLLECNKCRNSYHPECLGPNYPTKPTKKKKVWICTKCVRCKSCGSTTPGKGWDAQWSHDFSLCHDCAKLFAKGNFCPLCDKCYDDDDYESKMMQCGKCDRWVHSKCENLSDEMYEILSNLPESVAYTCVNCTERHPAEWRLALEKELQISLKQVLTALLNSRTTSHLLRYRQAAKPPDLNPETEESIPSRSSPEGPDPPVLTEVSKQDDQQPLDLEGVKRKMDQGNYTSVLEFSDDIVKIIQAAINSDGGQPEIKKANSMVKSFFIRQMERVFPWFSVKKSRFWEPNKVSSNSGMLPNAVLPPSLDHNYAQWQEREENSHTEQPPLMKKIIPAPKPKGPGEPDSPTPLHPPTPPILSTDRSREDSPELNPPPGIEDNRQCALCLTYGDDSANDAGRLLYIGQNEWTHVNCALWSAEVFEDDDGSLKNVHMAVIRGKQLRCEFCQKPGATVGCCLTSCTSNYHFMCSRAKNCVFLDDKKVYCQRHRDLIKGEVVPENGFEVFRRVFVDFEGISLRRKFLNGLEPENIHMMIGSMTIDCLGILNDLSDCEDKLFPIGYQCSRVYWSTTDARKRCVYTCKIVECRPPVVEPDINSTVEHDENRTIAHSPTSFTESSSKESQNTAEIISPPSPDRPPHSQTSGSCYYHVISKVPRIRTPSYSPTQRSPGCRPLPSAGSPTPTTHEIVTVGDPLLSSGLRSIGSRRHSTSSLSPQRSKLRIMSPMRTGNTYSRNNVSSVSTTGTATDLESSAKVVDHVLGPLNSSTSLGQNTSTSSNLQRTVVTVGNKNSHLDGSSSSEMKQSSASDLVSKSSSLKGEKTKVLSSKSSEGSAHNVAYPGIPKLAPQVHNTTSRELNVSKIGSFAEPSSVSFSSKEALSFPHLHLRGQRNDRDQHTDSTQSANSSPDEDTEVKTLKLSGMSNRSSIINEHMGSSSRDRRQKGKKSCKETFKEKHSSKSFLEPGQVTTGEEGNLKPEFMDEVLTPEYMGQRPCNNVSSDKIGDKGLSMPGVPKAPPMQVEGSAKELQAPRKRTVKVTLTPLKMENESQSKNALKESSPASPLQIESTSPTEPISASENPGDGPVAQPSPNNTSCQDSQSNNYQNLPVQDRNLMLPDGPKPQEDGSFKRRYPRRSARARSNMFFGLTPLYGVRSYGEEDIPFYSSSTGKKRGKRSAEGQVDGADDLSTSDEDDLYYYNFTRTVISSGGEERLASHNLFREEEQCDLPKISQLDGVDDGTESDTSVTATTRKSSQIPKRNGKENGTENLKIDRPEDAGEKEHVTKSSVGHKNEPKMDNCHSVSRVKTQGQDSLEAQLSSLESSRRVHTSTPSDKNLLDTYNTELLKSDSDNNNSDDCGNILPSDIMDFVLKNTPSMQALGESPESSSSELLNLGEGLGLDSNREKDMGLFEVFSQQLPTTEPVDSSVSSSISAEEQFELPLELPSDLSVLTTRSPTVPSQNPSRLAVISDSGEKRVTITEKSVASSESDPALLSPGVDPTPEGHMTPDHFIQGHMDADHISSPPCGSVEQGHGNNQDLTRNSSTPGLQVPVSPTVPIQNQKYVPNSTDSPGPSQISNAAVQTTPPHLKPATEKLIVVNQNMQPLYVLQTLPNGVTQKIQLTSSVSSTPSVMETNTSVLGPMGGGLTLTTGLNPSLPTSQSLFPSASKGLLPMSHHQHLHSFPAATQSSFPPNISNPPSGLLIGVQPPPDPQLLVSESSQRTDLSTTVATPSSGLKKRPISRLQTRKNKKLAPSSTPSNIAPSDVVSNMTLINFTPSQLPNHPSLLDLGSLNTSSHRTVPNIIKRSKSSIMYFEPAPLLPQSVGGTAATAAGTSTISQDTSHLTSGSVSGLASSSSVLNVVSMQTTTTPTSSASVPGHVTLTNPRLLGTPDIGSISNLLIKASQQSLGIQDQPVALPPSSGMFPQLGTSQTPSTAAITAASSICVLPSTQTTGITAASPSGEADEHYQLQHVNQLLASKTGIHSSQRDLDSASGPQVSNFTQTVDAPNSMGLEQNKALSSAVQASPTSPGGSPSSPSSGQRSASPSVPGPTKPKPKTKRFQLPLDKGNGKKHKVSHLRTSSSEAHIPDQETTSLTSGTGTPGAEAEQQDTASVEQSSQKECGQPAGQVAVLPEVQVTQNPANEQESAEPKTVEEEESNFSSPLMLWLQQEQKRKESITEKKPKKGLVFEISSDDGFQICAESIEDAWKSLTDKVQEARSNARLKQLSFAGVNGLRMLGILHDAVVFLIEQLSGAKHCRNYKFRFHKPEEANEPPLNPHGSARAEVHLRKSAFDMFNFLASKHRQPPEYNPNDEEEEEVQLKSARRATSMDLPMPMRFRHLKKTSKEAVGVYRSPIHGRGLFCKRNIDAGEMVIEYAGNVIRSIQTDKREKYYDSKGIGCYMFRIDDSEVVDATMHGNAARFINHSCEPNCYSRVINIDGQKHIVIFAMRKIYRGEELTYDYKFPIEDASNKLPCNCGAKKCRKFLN
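Fluorescence polarization: 7 uM MLL-CXXC (stock) preincubated 5 min with compounds, then 50 nM fluorescein-HOX-A9 DNA (stock) added; 30 min ambient. Buffer 50 mM Tris-HCl pH 7.5, 50 mM NaCl, 1 mM DTT, 0.05% BSA.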
TRPV1 agonist: HTS Assay for Compounds that Act as Agonists of the Vanilloid Receptor 1; TRPV1-expressing cells, Fluo-8 calcium influx, agonist mode; activation, % at 8.33 µM; hit rate 0.19% among 320,000; in the data active means activation above about 80%; inconclusive means between about 30% and that limit; further: 0% is about no effect
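Fluo-8 calcium influx in TRPV1-expressing cells, kinetic read (ex 480/em 520 nm). Compound added and read 3 min for agonist activity, followed by capsaicin at EC20 final and 2 min further read for enhancement.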
BRCA1 expr up: qHTS Assay to Identify Small Molecule Activators of BRCA1 Expression | hit rate 1.1% among 380,000 | AID 624202, 2012 | MCF7-BRCA1-FFLuc reporter, luminescence, 48 h; response scale: scaled: vehicle 0%, 10 µM genistein 100% | Potency, µM (highest dose often 46.1 µM), inactives show at the top dose activation, most hits filed as activators; further: potency means the concentration at half of the fitted maximal effect; nearly all actives have a fitted effect of over 80% in size; some results filed as inactive show a strong effect at the top dose
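Quantitative HTS in MCF7 cells stably reporting BRCA1 expression via firefly luciferase. Compound treatment lasts 48 h at 37 °C in phenol-red free MEM. Activation is expressed relative to genistein at 10 microM and DMSO.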
* marks the source's active call; other numbers are inactive results; ? = inconclusive; · = no result given; & = joins results of further samples; [ ] = another dose, or the depositor's remark. Unless noted, the call rests on the fitted dose curve; in most records, active means well fitted curve in the direction sought with a large enough effect; inconclusive means small, poorly fitted or top-dose-only effect, or another doubt; inactive means no such curve, though single readings can be large; an effect the other way counts as inactive or inconclusive. These rows are one share of the data. The share of hits here may be higher or lower than overall.

Values run as follows: Integrin act MD	B2AR arrestin	MLL CXXC-DNA inh	TRPV1 agonist	BRCA1 expr up
Cc1ccc(OCC(=O)N2CCN(CCc3ccncc3)CC2)cc1C
    ·	·	·	·	0.0%
CCOc1ccc2nc(NC(=O)c3cccn(Cc4ccccc4Cl)c3=O)sc2c1
    ·	·	·	·	8.6%
CCC(c1nnnn1Cc1ccccc1)N1CCC(n2c(=O)[nH]c3ccccc32)CC1 (stereo not drawn)
    ·	·	·	·	-38.0%
Cc1cccc(C)c1-n1nnnc1C(c1ccccc1OC(F)(F)F)N1CCC(n2c(=O)[nH]c3ccccc32)CC1 (stereo not drawn)
    ·	·	·	·	-62.3%
COC12c3ccccc3-c3ccccc3C1C(C(=O)O)C2C(=O)O (stereo not drawn)
    ·	·	·	·	0.3%
Cc1cccc(C)c1-n1nnnc1C(c1cccc2ccccc12)N1CCC2(CC1)C(=O)NCN2c1ccccc1 (stereo not drawn)
    ·	·	·	·	-22.8%
CCOC(=O)[C@]12Cc3cc4ccccc4cc3[C@H]1N(Cc1ccccc1)C(=O)c1cc(OC)ccc12
    ·	·	·	·	-35.5%
Cc1ccccc1-c1ccc2c(c1)CNCc1cnnn1-2
    ·	·	·	·	39.2%
COc1ccc(-c2nc3ccc(Br)cn3c2CC(=O)N2CCCC2)cc1OC
    ·	·	·	·	-2.2%
N#Cc1cc2c(nc1SCC(=O)Nc1ccc(F)c(Cl)c1)C1CCN2CC1
    ·	·	·	·	56.6%
CC1(C)N([O])C(c2ccc(C(=O)O)cc2)=[N+]([O-])C1(C)C
    ·	·	·	·	7.3%
COc1cc(-c2coc3c(C(=O)NCc4ccncc4)cccc23)ccc1O
    ·	·	·	·	?
CCOC(=O)[C@]12Cc3cc(C)ccc3[C@H]1N(C1CCCCC1)C(=O)c1ccccc12
    ·	·	·	·	-63.8%
CSCCC(c1nnnn1C1CCCCC1)N1CCC2(CC1)C(=O)NCN2c1ccccc1 (stereo not drawn)
    ·	·	·	·	0.0%
O=c1[nH]c2ccccc2n1C1CCN(C(c2nnnn2Cc2ccccc2)C2CC2)CC1 (stereo not drawn)
    ·	·	·	·	-50.9%
CCCCn1nnnc1C(CCc1ccccc1)N1CCC(n2c(=O)[nH]c3ccccc32)CC1 (stereo not drawn)
    ·	·	·	·	-60.6%
CCOC(=O)[C@]12Cc3ccccc3[C@H]1N(C(C)C)C(=O)c1ccccc12
    ·	·	·	·	-64.6%
O=P1(c2ccccc2)CC=CC1
    ·	·	·	·	8.8%
COc1ccc(-n2nnnc2C(c2ccccc2OC(F)(F)F)N2CCC(n3c(=O)[nH]c4ccccc43)CC2)cc1 (stereo not drawn)
    ·	·	·	·	-65.2%
NC(Cc1ccc(Cl)cc1)c1csc(Nc2ccccn2)n1 (stereo not drawn)
    ·	·	·	·	8.4%
CCOC(=O)CNC(=O)N1Cc2cc(-c3ccccc3)ccc2-n2nncc2C1
    ·	·	·	·	8.0%
O=c1[nH]c2ccccc2n1C1CCN(C(c2ccccc2)c2nnnn2Cc2ccccc2)CC1 (stereo not drawn)
    ·	·	·	·	-58.5%
CCN1/C(=C/C=C/C2=[N+](CC)c3ccccc3C2(C)C)C(C)(C)c2ccccc21
    ·	·	·	·	-85.6%
ClCCN(CCCl)c1ccc(/C=C/c2sc3ccccc3[n+]2CCCCI)cc1
    ·	·	·	·	16.8%
COc1ccc(CN2Cc3cc(N4CCCCC4)ccc3-n3nncc3C2)cc1
    ·	·	·	·	-13.5%
Cc1nnc(NC(=O)c2cccn(Cc3ccccc3F)c2=O)s1
    ·	·	·	·	12.2%
COc1ccc(-n2nnnc2C(c2ccccc2)N2CCC3(CC2)C(=O)NCN3c2ccccc2)cc1 (stereo not drawn)
    ·	·	·	·	-33.0%
CC(=O)Nc1ccc(OC(=O)N2CCN(/[N+]([O-])=N/Oc3ccc([N+](=O)[O-])cc3[N+](=O)[O-])CC2)cc1
    ·	·	·	·	-45.1%
COc1ccc(NC(=O)c2cccn(Cc3ccc(Cl)cc3)c2=O)c(OC)c1
    ·	·	·	·	-39.4%
CNc1cccc(-c2ccc(N3CCN(C)CC3)nc2)n1
    ·	·	·	·	?
CC(C)CN1Cc2cc(N3CCCCC3)ccc2-n2nncc2C1
    ·	·	·	·	-0.8%
O=c1[nH]c2ccccc2n1C1CCN(C(CCc2ccccc2)c2nnnn2-c2ccc3c(c2)OCCO3)CC1 (stereo not drawn)
    ·	·	·	·	-70.3%
COc1ccc(-n2nnnc2C(c2cccc3ccccc23)N2CCC3(CC2)C(=O)NCN3c2ccccc2)cc1 (stereo not drawn)
    ·	·	·	·	-50.9%
COc1cccc(C(c2nnnn2C2CCCCC2)N2CCC3(CC2)C(=O)NCN3c2ccccc2)c1OC (stereo not drawn)
    ·	·	·	·	-51.6%
COc1ccc(CN2Cc3cc(-c4ccccc4)ccc3-n3nncc3C2)cc1
    ·	·	·	·	-4.3%
O=C(CCl)c1ccc(O)c(O)c1
    ·	·	·	·	73.1%
Cc1nc2cc(OC(=O)N(C)Cc3cccc(-c4ccncc4)c3)ccc2s1
    ·	·	·	·	-40.2%
O=C1NCN(c2ccccc2)C12CCN(C(c1cccs1)c1nnnn1C1CCCC1)CC2 (stereo not drawn)
    ·	·	·	·	-30.2%
CC(C)C[C@H]1COc2cccc(N3CCN(C)CC3)c2S(=O)(=O)N1
    ·	·	·	·	13.9%
CCOC(=O)[C@]12Cc3cc(OC)ccc3[C@H]1N(CCC(=O)OC)C(=O)c1cc(OC)ccc12
    ·	·	·	·	-53.8%
C[C@H]1COc2cccc(N3CCN(C)CC3)c2S(=O)(=O)N1
    ·	·	·	·	2.8%
O=C(NC1CCCCC1)N1Cc2cc(N3CCOCC3)ccc2-n2nncc2C1
    ·	·	·	·	18.7%
O=C1NCN(c2ccccc2)C12CCN(C(c1ccccc1)c1nnnn1C1CCCC1)CC2 (stereo not drawn)
    ·	·	·	·	-6.3%
COc1ccc(-n2nnnc2C(c2cccc(OC)c2OC)N2CCC(n3c(=O)[nH]c4ccccc43)CC2)cc1 (stereo not drawn)
    ·	·	·	·	-36.9%
CSCCC(c1nnnn1C1CCCC1)N1CCC2(CC1)C(=O)NCN2c1ccccc1 (stereo not drawn)
    ·	·	·	·	-3.7%
CCOC(=O)[C@]12Cc3cc(Cl)ccc3[C@H]1N(C(C)C)C(=O)c1ccccc12
    ·	·	·	·	-63.8%
COc1ccc(-c2ccc3c(c2)CNCc2cnnn2-3)cc1
    ·	·	·	·	40.5%
CCOC(=O)[C@]12Cc3c(cc(OC)c(OC)c3OC)[C@H]1N(CCC(=O)OC)C(=O)c1ccccc12
    ·	·	·	·	-61.2%
CCCCn1nnnc1C(c1cccc2ccccc12)N1CCC2(CC1)C(=O)NCN2c1ccccc1 (stereo not drawn)
    ·	·	·	·	-4.6%
c1ccc2oc(-c3ccc4c(c3)CNCc3cnnn3-4)cc2c1
    ·	·	·	·	97.0%
O=C1c2ccccc2-n2nnnc2C2c3ccccc3-n3nncc3CN12 (stereo not drawn)
    ·	·	·	·	-3.8%
CCOc1ccc2nc(NC(=O)c3cccn(Cc4ccc(C)cc4)c3=O)sc2c1
    ·	·	·	·	-0.2%
O=C1NCN(c2ccccc2)C12CCN(C(c1cccc3ccccc13)c1nnnn1C1CCCCC1)CC2 (stereo not drawn)
    ·	·	·	·	9.9%
O=C(NCCN1CCC2(CC1)C(=O)NCN2c1cccc(F)c1)c1ccc2ccccc2c1
    ·	·	·	·	-69.7%
Clc1cccc(N2Cc3cc(N4CCOCC4)ccc3-n3nncc3C2)c1
    ·	·	·	·	0.0%
CCOc1ccc(CN(CCc2ccc3c(c2)OCO3)Cc2cccc(OC)c2)cc1
    ·	·	·	·	9.3%
C=CCN1C(=O)C2(C(C(=O)OC)=C(N)Oc3c2c(=O)oc2ccccc32)c2ccccc21 (stereo not drawn)
    ·	·	·	·	-11.4%
N#Cc1cc([N+](=O)[O-])ccc1NC(=O)c1cccn(Cc2cccc(F)c2)c1=O
    ·	·	·	·	4.8%
Cc1cccc(Cn2cccc(C(=O)Nc3ccc(F)cc3F)c2=O)c1
    ·	·	·	·	-3.2%
CSCCC(c1nnnn1-c1ccc2c(c1)OCCO2)N1CCC2(CC1)C(=O)NCN2c1ccccc1 (stereo not drawn)
    ·	·	·	·	-11.0%

New compounds follow
Values run as follows: Integrin act MD	B2AR arrestin	MLL CXXC-DNA inh	TRPV1 agonist	BRCA1 expr up
COc1ccc(C(c2nnnn2C(C)(C)C)N2CCC3(CC2)C(=O)NCN3c2ccccc2)cc1 (stereo not drawn)
    ·	·	·	·	-0.6%
COc1cccc(NC(=O)c2cccn(Cc3ccccc3C)c2=O)c1
    ·	·	·	·	-0.9%
C[C@]12CC[C@H](O)C[C@H]1CCC1C2CC[C@]2(C)[C@@H](c3ccc(=O)oc3)C[C@H]3O[C@]132 (stereo partly drawn)
    ·	·	-3.3%	·	-49.4%
Oc1ccc2c3c1O[C@H]1[C@@H](O)CC[C@@]4(O)C(C2)N(CC2CCC2)CCC314 (stereo partly drawn)
    ·	·	-0.1%&-1.8%	·	1.7%
[Hg+][c]1ccccc1
    ·	·	15.0%	·	-43.6%
CN1CC[C@@]2(C)c3cc(O)ccc3N(C)C12 (stereo partly drawn)
    ·	·	15.1%	·	-16.4%
CCCN(CCC)CCc1c[nH]c2ccc(C(N)=O)cc12
    ·	·	22.0%	·	0.0%[92.2 µM]
CC(N)[C@H](O)c1ccc(O)c(O)c1 (stereo partly drawn)
    ·	·	?	·	18.1%
C=C(C)CN1CC[C@]23c4c5ccc(O)c4O[C@H]2c2[nH]c4ccccc4c2C[C@@]3(O)C1C5
    ·	-0.2%	12.1%	-1.0	·
CN1C(=O)CN=C(c2ccccc2)c2cc([N+](=O)[O-])ccc21
    ·	-0.2%	1.9%&4.5%	-0.6	·
FC(F)(F)c1cccc(N2CCNCC2)c1
    ·	-0.5%	7.0%	-2.5	·
Cc1ccccc1-n1c(/C=C/c2ccc(N(C)C)cc2)nc2ccccc2c1=O
    ·	·	·	26.8	-30.1%
COC(=O)C1=C(c2ccc(OCc3ccccc3)cc2)C[C@@H]2CC[C@H]1N2C(=O)NCc1ccc2c(c1)OCO2
    -10.6%	·	·	·	-60.6%
COC(=O)c1cn(Cc2ccc(F)cc2)c2ccccc12
    -32.6%	·	·	·	-14.0%
C[C@@H]1CN([C@H](C)CO)C(=O)CCCn2nncc2CO[C@@H]1CN(C)C(=O)Oc1ccc2ccccc2c1
    10.8%	·	·	·	7.7%
COc1cccc(CN(C)C[C@@H]2OCc3ccccc3-c3c(n(C)c4ccccc34)C(=O)N([C@@H](C)CO)C[C@H]2C)c1
    -57.2%[inhibitor]	·	·	·	-87.6%[inhibitor]
Cc1cc(C(=O)OC(C)C(=O)Nc2ccccc2)c(C)n1C1CC1 (stereo not drawn)
    16.3%	·	·	·	·
O=C(CN1CCN(C(=O)CNC(=O)c2ccc(-c3ccccc3)cc2)CC1)Nc1ccccc1Cl
    -50.3%[inhibitor]	·	·	·	-47.3%
NC1CC2CCCCC2CC1(O)c1ccccc1 (stereo not drawn)
    1.2%	·	·	·	-3.7%

Bioassay records as filed in PubChem BioAssay.
